GFP derepression: derepresses silenced GFP locus in mouse C127i cells. actives 0.09% (n = 68,000). mouse C127i GFP locus derepression, cytometry, 30 h. Potency, µM (titrated, usually from 46.1 µM), for inactives: at the top dose GFP derepression (activation). AID 597; also: % of control where 0% means no effect
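Murine C127i mammary cells carrying a silenced, stably integrated CMV-driven GFP reporter were treated with compound for 30 hours at 37 C. After PBS washes, GFP-positive cells were counted by laser-scanning microplate cytometry.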
Fluorescein fluor: compound autofluorescence in fluorescein spectral region; AID 593; max fluorescein-equivalent concentration, M; actives 0.91% (n = 59,000); Compound autofluorescence, 480/540 nm, fluorescein-equivalent; active compounds read high; in the data active = max fluorescein-equivalent concentration above about 10 nM; inconclusive = between about 1.1 nM and that limit
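Spectral profiling of library compounds in the fluorescein window (480 nm excitation, 540 nm emission) after 15 min at room temperature in pH 8.0 Tris (100 mM). Values are dye-equivalent concentrations.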
4-MU autofl: compound fluoresces in the 4-MU spectral region; compound autofluorescence, 340/450 nm, 4-MU equivalents; active compounds read high; max dye-equivalent concentration, M; actives 11% (n = 59,000); AID 589; in the data active = max dye-equivalent concentration above about 10 nM; inconclusive = mostly about 1.1 nM to 9.6 nM
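Compounds in 100 mM Tris, pH 8.0, sat 15 min at room temperature before fluorescence was read at 340 nm excitation/450 nm emission; a per-plate six-point 4-MU standard curve converted signals to dye-equivalent concentration at each compound concentration.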
Luciferase inh: firefly luciferase inhibition; purified firefly luciferase, luminescence, 8 min; AID 411; actives 2.2% (n = 72,000); Potency, µM (doses to about 57.1 µM), for the others: at the highest dose activity change, negative = inhibition, hits mostly inhibitors; P08659; also: potency is read from the fitted curve at half-maximal effect; % is scaled to controls: 0 for no effect and ±100 for the full control effect; nearly all actives have a fitted effect of over 40% in size
Target sequence (P08659 whole entry, looked up): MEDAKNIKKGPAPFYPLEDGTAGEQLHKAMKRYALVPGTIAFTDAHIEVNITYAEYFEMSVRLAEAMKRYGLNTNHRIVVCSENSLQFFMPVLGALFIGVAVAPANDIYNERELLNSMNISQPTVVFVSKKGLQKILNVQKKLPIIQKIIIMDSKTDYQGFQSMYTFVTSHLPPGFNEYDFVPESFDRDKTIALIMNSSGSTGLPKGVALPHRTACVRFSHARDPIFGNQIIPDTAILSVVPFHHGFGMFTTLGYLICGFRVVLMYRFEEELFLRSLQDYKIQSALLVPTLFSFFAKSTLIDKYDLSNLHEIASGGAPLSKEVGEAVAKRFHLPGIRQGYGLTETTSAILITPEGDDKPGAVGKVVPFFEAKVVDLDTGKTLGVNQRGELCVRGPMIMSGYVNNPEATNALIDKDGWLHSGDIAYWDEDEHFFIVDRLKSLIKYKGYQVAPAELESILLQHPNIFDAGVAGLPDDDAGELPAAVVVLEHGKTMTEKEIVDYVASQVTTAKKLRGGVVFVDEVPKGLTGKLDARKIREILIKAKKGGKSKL
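Here, luciferase activity is measured as luminescence following an 8 min room-temperature reaction at 10 uM ATP, pH 7.2. Every library sample is titrated.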
A350 autofl: A350 region autofluorescence. AID 590. max dye-equivalent concentration, M. actives 11% (n = 59,000). Compound autofluorescence, 340/450 nm, Alexa 350 dye-equivalents; active compounds read high; in the data active = max dye-equivalent concentration above about 10 nM; inconclusive = mostly about 1.1 nM to 9.6 nM
Hsp90 Hop PPI: changes Hsp90-Hop TPR2A binding signal, up or down. AlphaScreen TPR2A-His6 binding biotin-Hsp90 C-terminal peptide. Potency, µM (top dose mostly 57 µM), for inactives: top-dose activity change, negative = inhibition. actives 0.44% (n = 71,000); active = well fitted curve in either direction with a large enough effect; inconclusive = small, poorly fitted or top-dose-only effect, or another doubt; also: potency is read from the fitted curve at half-maximal effect; % is scaled to controls: 0 for no effect and ±100 for the full control effect; many of its hits are not listed in these tables
ERK AVP inh: vasopressin-driven ERK pathway inhibition | HEK293-V1b, vasopressin-stimulated pERK AlphaScreen | Potency, µM (highest dose often 57.5 µM), inactives show at the highest dose activity, negative = inhibition, usual class: inhibitors | actives 0.99% (n = 72,000); also: potency is read from the fitted curve at half-maximal effect; % is scaled to controls: 0 for no effect and ±100 for the full control effect; nearly all actives have a fitted effect of over 55% in size
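V1b-HEK293 cells; cpd 30 min 37C; 25 nM vasopressin 5 min; lyse 10 min; AlphaScreen beads 5 hr RT. Normalized to DMSO basal and 25 nM vasopressin; AC50 by Hill fit.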
Texas Red fluor: compounds fluorescent in Texas Red spectral region | max dye-equivalent concentration, M | Compound fluorescence, Texas Red channel, 547/618 nm; active compounds read high | actives 0.06% (n = 59,000); in the data active = max dye-equivalent concentration above about 10 nM; inconclusive = between about 1.1 nM and that limit
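Compound fluorescence was read after 15 min at room temperature in 100 mM Tris, pH 8.0, using 547 nm excitation and 618 nm emission across a concentration series. It was expressed as Texas Red dye-equivalent concentration from an on-plate standard curve.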
UbGFP stabilizer: ubiquitin-GFP accumulation via proteasome inhibition; Ubiquitin-GFP reporter cells, proteasome inhibition, GFP fluorescence; response scale: untreated = 0%, 10 µM MG-132 = 100%; Potency, µM (series often up to 45.9 µM), inactives show at the highest dose activation (GFP accumulation), hits mostly activators; 67,000 tested, under 10 active; active = well fitted activation curve with a large enough effect, not every such curve was filed as active; inconclusive = small, poorly fitted or top-dose-only effect, or another doubt; inactive = no such curve, though single readings can be large or run the other way; also: potency is read from the fitted curve at half-maximal effect
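U2OS Ub(G76V)-GFP reporter; O/N plating, 0.5% FBS; cpd 46 uM–2.9 nM, 4 h, 37 °C; GFP+ cell count, 488/515 nm; norm. to basal vs 10 uM MG-132; CRC fit.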
HBB splicing: modulators of hemoglobin beta chain splicing; HBB splicing reporter cell assay, activation; EGFP reporter with mutant IVS2-654 intron; response scale: normalised to 500 nM splice-correcting PNA; Potency, µM (series often up to 46.1 µM), for the others: top-dose activation, usual class: activators; actives 0.06% (n = 65,000); AID 925; also: potency is read from the fitted curve at half-maximal effect; 0% is about no effect
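Compounds were applied for 2 days to HeLa EGFP-654 cells, 500/well in Optimem with 2% FCS. The reporter's EGFP is disrupted by mis-splicing of beta-globin intron IVS2-654. Readout: summed well GFP fluorescence from 488 nm laser scanning; reference was 500 nM antisense […] 654 PNA.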
CRE Fsk mod: modulators of forskolin-stimulated CRE signaling in CHO cells | CHO CRE-bla reporter (cAMP response element driving beta-lactamase), forskolin EC10, beta-lactamase ratio | actives 2.5% (n = 71,000) | Potency, µM (titrated, usually from 38.2 µM), for inactives: at the highest dose activity change, negative = inhibition, actives largely listed as activators; active = well fitted activation curve with a large enough effect in the signal ratio, with a control signal flat, not every such curve was filed as active; inconclusive = small, poorly fitted or top-dose-only effect, or effect the other way, or a change in a side signal; the % refers to the signal ratio; also: potency is read from the fitted curve at half-maximal effect; % of control where 0% means no effect
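Cells were plated overnight at 37 °C, exposed to compound titrations plus EC10 NKH 477 for 3 h, then given CCF4 dye for 2 h at room temperature. Blue/green (460/530 nm) ratio was converted to %Activity and AC50 values calculated.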
* marks the source's active call; other numbers are inactive results; i = inactive; ? = inconclusive; / = not tested or not shown; [ ] = remark or other dose. Unless noted, calls follow the shape of the dose curve; as a rule, active = well fitted curve in the direction sought with a large enough effect; inconclusive = small, poorly fitted or top-dose-only effect, or another doubt; inactive = no such curve, though single readings can be large; an effect the other way counts as inactive or inconclusive.

SMILES | GFP derepression | Fluorescein fluor | 4-MU autofl | Luciferase inh | A350 autofl | Hsp90 Hop PPI | ERK AVP inh | Texas Red fluor | UbGFP stabilizer | HBB splicing | CRE Fsk mod
COc1cc2c(cc1OC)C(CCN)=NCC2 | 10.7%[9.22 µM] | i | 4e-08M* | 4.2%[11.4 µM] | 4.36e-08M* | -0.6%[11 µM] | -4.9%[11.5 µM] | i | -1.1%[9.17 µM] | 4.0%[9.22 µM] | -2.1%[7.6 µM]
Cc1n[nH]c(=O)nc1NCCN(C)C | 0.0% | ? | i | 1.3% | i | -3.3% | 12.4% | i | -2.9% | 0.2%[57.5 µM] | 1.8%
O=C(c1cccc(F)c1)N1CCC2(CCN(Cc3ccncc3)CC2)CC1 | -2.2%[9.22 µM] | i | i | -2.3%[11.4 µM] | i | -1.1% | 0.8% | i | -3.3% | 2.5% | 2.6%
Cc1ccc(-n2c(C)nc3c(cnn3-c3ccc(F)cc3)c2=O)cc1C | 5.6% | i | 1.25e-08M* | -1.4% | 1.17e-08M* | -2.5% | 0.4% | i | -8.7% | -1.8% | ?
COc1ccc(N2C(=O)C3C(C2=O)C2C=CC3C23CC3)c(OC)c1 (stereo unspecified) | 3.7%[20.6 µM] | i | i | -28.2%[25.5 µM] | i | / | / | i | / | / | /
COc1ccc(CC(=O)Nc2ccc(-c3nc4cc(C)ccc4o3)c(O)c2)cc1OC | 5.0% | / | / | -1.5% | / | -4.2% | -6.9% | / | 0.2% | 1.5% | 3.3%
CCOC(=O)C(C)Oc1cccc2c(=O)n(CC(=O)NCc3ccco3)ccc12 (stereo unspecified) | / | / | / | 4.4% | / | -3.0% | / | / | 19.6% | -0.8% | ?
O=C(NCc1cccnc1)C1CC(c2ccc(F)cc2)=NO1 (stereo unspecified) | -2.1% | i | i | 3.0% | i | -3.3% | 3.2% | i | 14.0% | -2.6% | 13.9%
O=C(NCCCN1CCOCC1)c1csc2c1CCCC2 | -0.3% | i | i | -0.3% | i | -2.5% | 12.7% | i | -12.9% | -6.6% | 10.9%
COc1ccc(C)cc1-n1nnnc1SCC(=O)c1cc(C)n(Cc2ccco2)c1C | 1.7% | i | i | -17.4% | i | -4.5% | -13.2% | ? | 3.9% | 0.1%[57.5 µM] | ?
COc1ccccc1NC(=O)CN1CCN(CC(=O)Nc2cc(NC(C)=O)ccc2OC)CC1 | -3.7% | ? | i | -1.0% | i | -1.2% | 0.1% | i | -3.0% | 2.7% | -13.9%
CCN(CC)CC(O)COc1ccccc1C(=O)CCc1ccccc1 (stereo unspecified) | 0.0% | / | / | -1.1% | / | -4.7% | -3.5% | / | ? | 0.2% | -0.3%
OCCNc1ncnc2c1ncn2[C@@H]1O[C@@H](CO)[C@H](O)[C@@H]1O | 3.4%[9.22 µM] | i | i | 3.7%[11.4 µM] | i | -1.8%[11 µM] | 2.6%[11.5 µM] | i | -3.1%[9.17 µM] | -0.2%[9.22 µM] | 2.8%[7.6 µM]
CCc1cccc(OCC(=O)Nc2ccc(S(=O)(=O)Nc3onc(C)c3C)cc2)c1 | / | / | / | -4.8% | / | -5.3%[2.3 µM] | ? | / | 2.9% | 0.2% | -12.6%
CCN(CC)C(=O)CSc1nnc(-c2ccco2)n1Cc1ccco1 | 0.0% | ? | i | -5.8% | i | -4.3% | -18.5% | i | -2.8% | -4.7% | -4.9%

Shown with values under each structure: entries from further up
Values run as follows: GFP derepression	Fluorescein fluor	4-MU autofl	Luciferase inh	A350 autofl	Hsp90 Hop PPI	ERK AVP inh	Texas Red fluor	UbGFP stabilizer	HBB splicing	CRE Fsk mod
COc1ccc(CC(=O)Nc2ccc(-c3nc4cc(C)ccc4o3)c(O)c2)cc1OC
 : 5.0%	/	/	-1.5%	/	-4.2%	-6.9%	/	0.2%	1.5%	3.3%
OCCNc1ncnc2c1ncn2[C@@H]1O[C@@H](CO)[C@H](O)[C@@H]1O
 : 3.4%[9.22 µM]	i	i	3.7%[11.4 µM]	i	-1.8%[11 µM]	2.6%[11.5 µM]	i	-3.1%[9.17 µM]	-0.2%[9.22 µM]	2.8%[7.6 µM]
COc1ccccc1NC(=O)CN1CCN(CC(=O)Nc2cc(NC(C)=O)ccc2OC)CC1
 : -3.7%	?	i	-1.0%	i	-1.2%	0.1%	i	-3.0%	2.7%	-13.9%

Additional compounds follow.
SMILES | GFP derepression | Fluorescein fluor | 4-MU autofl | Luciferase inh | A350 autofl | Hsp90 Hop PPI | ERK AVP inh | Texas Red fluor | UbGFP stabilizer | HBB splicing | CRE Fsk mod
CCOc1ccc(CNC(=O)C2CCN(S(=O)(=O)CC)CC2)cc1OC | -1.4% | i | i | 0.4% | i | -1.3% | 14.2% | i | -10.2% | -1.7% | ?
Brc1ccc(-c2nnc3n2-c2ccccc2CC3)cc1 | 1.3% | i | i | -9.2% | ? | -0.7% | -0.6% | i | -1.8% | 0.2%[57.5 µM] | ?
O=C1CCN=C(Nc2ccc(F)cc2)N1Cc1ccccc1 | 1.6% | i | i | -1.8% | i | -2.7% | -13.0% | i | -4.4% | / | -2.5%
Cc1cccc(OCC(=O)Nc2ccc(N3CCCC3)cc2)c1C | 0.4% | / | / | -0.8% | / | ? | -13.5% | / | 2.1%[9.17 µM] | -0.2%[0.0738 µM] | ?
CCn1c(-c2ccsc2)nc2c1c(=O)[nH]c(=O)n2Cc1ccccc1 | 1.6% | ? | i | 2.3% | ? | ? | -21.5% | i | / | 4.6%[0.369 µM] | 21.6%
COc1ccc(-c2nn3c(-c4ccccc4)nnc3s2)cc1OC | 0.0% | ? | ? | -0.3% | ? | -6.0% | 7.94µM* | i | 2.3% | -1.5%[57.5 µM] | 3.16µM*
CC(=O)Nc1ccc(N2C(=O)CSC2c2ccc(F)cc2)cc1 (stereo unspecified) | 0.0% | i | i | 0.0% | i | -4.3% | 13.7% | i | 7.0% | 0.3% | ?
COC(=O)c1ccsc1NC(=O)CSc1nnnn1Cc1ccccc1 | 5.4% | ? | i | 0.3% | i | -7.4% | -11.0% | ? | 3.0% | -1.4% | ?
Cc1ccc2c(c1)c(-c1ccccc1)nc1nncn12 | / | / | / | -4.7% | / | -4.7%[2.3 µM] | -13.6% | / | -10.0% | -1.3% | ?
CCOc1ccccc1C(=O)Nc1ccc(-c2nnc(-c3ccc(C)cc3)o2)cc1 | 2.6% | i | 2.46e-08M* | -2.1% | 3.11e-08M* | 1.9% | 6.2% | ? | 1.2% | -0.8% | -4.1%
CC(Sc1nnc(Cn2c(=O)sc3ccccc32)n1C)c1ccccc1 (stereo unspecified) | -3.4% | / | / | -7.1% | / | 1.2% | -18.7% | / | -0.1% | -1.0% | -0.4%
COc1ccc(-n2c(SCCC(=O)O)nnc2-c2ccncc2)cc1 | 5.4% | i | i | 0.3% | i | -5.3% | -2.9% | i | -2.9% | 3.4% | -16.8%
CCN(C(=O)CCS(=O)(=O)c1ccc(Br)cc1)c1ccc2c(c1)OCO2 | 2.2% | i | ? | 2.0% | ? | 2.0% | 5.2% | i | 8.7% | -0.7% | -8.9%
CCOc1ccc(N2C(=O)CC(n3nc(C)cc3C)C2=O)cc1 (stereo unspecified) | 0.0% | ? | i | 2.0% | i | -0.1% | -1.0% | i | 1.8% | 1.3% | -4.4%
CCn1c2ccccc2c2nc3cc(S(=O)(=O)N4CCOCC4)ccc3nc21 | 8.0% | ? | i | -16.3% | i | 27.6% | 17.9% | ? | -3.4% | -0.5%[57.5 µM] | 2µM*
Cc1ccc2nc(C(O)C(O)c3nc4ccc(C)cc4[nH]3)[nH]c2c1 (stereo unspecified) | -1.0% | i | i | -27.6% | ? | -6.9% | 10.2% | i | -4.5% | / | 0.2%
CC(C)(C)COS(=O)OCC(C)(C)C | 6.7%[9.22 µM] | i | i | -0.2%[11.4 µM] | i | -0.2%[11 µM] | 6.2%[11.5 µM] | i | 0.0%[9.17 µM] | 2.3%[9.22 µM] | 1.3%[7.6 µM]
CN(CC(=O)NC1CCCCCCC1)S(=O)(=O)c1cccc2cccnc12 | / | / | / | 2.8% | / | -1.8%[2.3 µM] | 0.5% | / | -2.9% | -0.3% | -9.1%
O=C(Nc1cccc(-c2nc3ncccc3o2)c1)c1cc2ccccc2o1 | -1.6% | / | / | 15.8µM* | / | -2.0% | -9.1% | / | 8.8% | -2.8% | ?
CCOc1cc(S(=O)(=O)N2CCN(c3ccc(F)cc3)CC2)c(OCC)cc1-n1cnnn1 | 1.2% | i | i | 3.9% | i | -5.2% | 3.1% | ? | -1.3% | / | 3.6%
CC1Cc2ccccc2N1C(=O)Cn1c(=O)oc2cc(S(=O)(=O)NC3CCCC3)ccc21 (stereo unspecified) | 0.0% | / | / | -2.3% | / | -0.2% | -22.1% | / | -1.4% | -0.3% | ?
CCCOC(=O)C1=C(C)NC2=C(C(=O)CCC2)C1c1cccc(OC)c1OC (stereo unspecified) | -2.2% | / | / | -1.0% | / | 7.3% | -4.2% | / | 4.6% | -1.0%[9.22 µM] | ?

A portion of the library. The share of hits here may be higher or lower than overall.
